GCN5L2 inh – blocks human GCN5L2 histone acetyltransferase; GCN5L2 HAT assay, ThioGlo1 CoA-SH fluorescence; Potency, µM (top dose mostly 58.9 µM), for inactives: top-dose activity change, negative = inhibition, usual class: inhibitors; actives 0.21% (n = 390,000); AID 504327
Target sequence (Q92830 whole entry, looked up): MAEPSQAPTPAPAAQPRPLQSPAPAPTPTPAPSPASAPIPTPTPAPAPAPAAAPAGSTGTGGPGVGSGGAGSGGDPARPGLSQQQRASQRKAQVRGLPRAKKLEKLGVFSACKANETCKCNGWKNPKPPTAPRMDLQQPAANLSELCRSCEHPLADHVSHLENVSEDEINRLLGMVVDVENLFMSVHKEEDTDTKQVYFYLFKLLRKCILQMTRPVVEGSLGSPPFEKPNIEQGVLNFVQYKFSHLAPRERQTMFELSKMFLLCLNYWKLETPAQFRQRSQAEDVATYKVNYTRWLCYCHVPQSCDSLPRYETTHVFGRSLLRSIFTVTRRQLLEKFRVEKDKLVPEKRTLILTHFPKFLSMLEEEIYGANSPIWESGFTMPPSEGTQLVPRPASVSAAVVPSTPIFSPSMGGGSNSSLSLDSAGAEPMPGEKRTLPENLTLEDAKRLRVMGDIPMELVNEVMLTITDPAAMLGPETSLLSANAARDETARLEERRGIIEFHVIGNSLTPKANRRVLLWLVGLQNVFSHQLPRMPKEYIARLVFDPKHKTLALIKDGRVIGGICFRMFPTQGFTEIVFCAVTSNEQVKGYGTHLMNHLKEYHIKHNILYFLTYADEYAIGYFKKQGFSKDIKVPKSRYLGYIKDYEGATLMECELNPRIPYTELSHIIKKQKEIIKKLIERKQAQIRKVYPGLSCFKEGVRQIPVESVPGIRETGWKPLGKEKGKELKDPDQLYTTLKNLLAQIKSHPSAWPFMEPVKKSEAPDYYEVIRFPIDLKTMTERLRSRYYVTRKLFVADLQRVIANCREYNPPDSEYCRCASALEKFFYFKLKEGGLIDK
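Fluorescence readout, Ex340nm/Em540nm: ThioGlo1 (50uM final) reacts with free CoA thiol released as 20nM GCN5L2 acetylates H3(1-25) peptide (75uM) using acetyl-CoA (70uM). Compound and enzyme sat 15 min beforehand; 20 min room-temperature reaction.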
TDP1 cell noCPT – qHTS for Inhibitors of human tyrosyl-DNA phosphodiesterase 1 (TDP1): qHTS in cells in absence of CPT | DT40 Tdp1-/- hTDP1 cells, no CPT, ATP luminescence, 48 h | Potency, µM (series often up to 46.2 µM), without a hit: at the top dose activity change, negative = growth inhibition, hits mostly inhibitors | actives 15% (n = 420,000); note: nearly all actives have a fitted effect of over 55% in size
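Cells were dispensed at 400 per well, compounds added by pin tool, plates incubated ≥48 hr at 37 °C, then CellTiter-Glo added for 30 min at room temperature before luminescence reading. Line: DT40 Tdp1-/- complemented with hTDP1; camptothecin omitted.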
TDP1 cell CPT – growth inhibition of DT40 Tdp1-/-;hTDP1 cells with camptothecin (screen for TDP1 inhibitors) | chicken DT40 Tdp1-/-;hTDP1 cells + 20 nM CPT, ATP luminescence, 48 h | actives 12% (n = 420,000) | Potency, µM (top dose mostly 46.2 µM), without a hit: at the highest dose activity change, negative = growth inhibition, most hits filed as inhibitors | AID 686979; note: nearly all actives have a fitted effect of over 55% in size
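Chicken DT40 Tdp1-/- cells stably complemented with human TDP1 were seeded at 400 cells/well in medium containing 20 nM camptothecin, exposed to pin-transferred compounds, and grown at 37 °C for at least 48 hr. Viability was read as ATP luminescence.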
The depositor's hits bear a star; ? = inconclusive; . = no result given; & = joins results of further samples; [ ] = remark or other dose. Calls come from the whole dose curve; as a rule, active = well fitted curve in the direction sought with a large enough effect; inconclusive = small, poorly fitted or top-dose-only effect, or another doubt; inactive = no such curve, though single readings can be large; an effect the other way counts as inactive or inconclusive. % is set by controls: 0 for no effect and ±100 for the full control effect; potency is the fitted concentration of half-maximal effect.

item	compound	GCN5L2 inh	TDP1 cell noCPT	TDP1 cell CPT
1	CCn1c(N2CCN(S(=O)(=O)c3ccc(F)cc3)CC2)nc2ccccc21	-7%	15µM*	?
2	COc1ccc(NS(=O)(=O)c2cccc(C(=O)N3CCCC(C)C3)c2)cc1 (stereo not given)	-3%	?	?
3	COC(=O)C1=C(C)NC(=O)/C1=C\c1cc(C)n(-c2ccccc2F)c1C	-8%	?	2%
4	O=C(Cc1ccc(Cl)cc1)Nc1ccccc1N1CCOCC1	?	16µM*	?
5	Cc1ccc(S(=O)(=O)/N=C(/NC(=S)Nc2ccccc2)c2ccccc2)cc1	0%	2%	-14%
6	CCC1(C)Cc2c(sc3[nH]c(=S)[nH]c(=S)c23)CO1 (stereo not given)	-15%	-5%	-11%
7	Cc1ccc(S(=O)(=O)c2cn(C)c3cc(N4CCN(C)CC4)c(F)cc3c2=O)cc1	-3%&-2%	?	?
8	Cc1ccc(-c2nnn(CC(=O)N3CCCc4ccccc43)n2)cc1	49%[activator]	-21%	?
9	Nc1nc2n(n1)C(c1ccco1)CC(c1ccc(Cl)c(Cl)c1)N2 (stereo not given)	-4%	?	-8%
10	Nc1ccccc1N=Cc1ccc(-c2cccc(Cl)c2)o1	20%	23µM*	21µM*
11	O=C(NC1CC1)c1cccc(NC(=O)C2CC2)c1	.	-11%	-3%
12	CCOc1ccccc1NC(=O)C1=C(C)Nc2ncnn2C1c1sccc1C (stereo not given)	1%	?	?
13	Cc1cccc(OCCCC(=O)Nc2ccc(S(=O)(=O)Nc3nccs3)cc2)c1C	-5%	-22%	-10%
14	CC(=O)Nc1ccc(NC(=O)CSCc2ccccc2Cl)cc1	.	-25%	3%
15	Cn1nc(-c2ccc(Cl)cc2)c2cc(C(=O)NCCCN3CCCC3)sc21	-4%	23µM*	?
16	COc1cccc(NC(=O)CN(C)C(=O)c2c(C)nn(Cc3ccc(C)cc3)c2Cl)c1	0%	?	?
17	COc1ccccc1NS(=O)(=O)c1ccc2oc(SC(C)C(=O)N3CCNC3=O)nc2c1 (stereo not given)	-2%	?	15µM*
18	Cc1[nH]c2ccccc2c1SCc1n[nH]c(=S)n1C	-20%	-27%	-12%
19	O=C(NCC(=O)N1CCCC1)NN=Cc1ccccc1O	.	?	?
20	C[n+]1c(/C=C/c2ccc3c(c2)OCO3)ccc2ccccc21	?	2%	13%
21	Cc1ccc2c(c1)N(C(=O)CCC(=O)N1CCN(c3cccc(C)c3C)CC1)CCO2	-6%	18µM*	16µM*
22	CN(C)c1ccc(C(=S)N2CCCC2)cc1Br	-2%	?	?
23	CC(Cl)C(=O)Nc1c2c(nn1-c1ccccc1)CSC2 (stereo not given)	-2%	0%	4%
24	O=C(CN1CCOCC1)N1CCCc2ccccc21	13%	10%	9%
25	Cc1ccc(C(C)C)c(OCC(O)CN2CCN(c3ccccc3F)CC2)c1 (stereo not given)	-11%	?	?
26	COc1ccccc1NC(=O)NCC1(N(C)C)CCCCC1	-6%	-19%	12%
27	COc1ccc(NC(=O)COC(=O)c2cc3c(s2)CCC3)cc1	-20%	?	16µM*
28	O=C1/C(=C2/NCCN2C2CC(=O)N(c3ccccc3)C2=O)CC/C1=C\c1ccccc1 (stereo not given)	-1%	-3%	2%
29	O=C(CSc1nc2ncccc2[nH]1)NCCc1ccccc1	-16%	6%	1%
30	CCN(C[C@H]1N[C@@](Cc2ccccc2)(C(=O)OC)[C@H]2C(=O)N(Cc3ccccc3)C(=O)[C@@H]12)S(=O)(=O)c1ccc(-c2ccccc2)cc1	-7%	-12%	-14%
31	O=C(NC(=S)NCc1cccnc1)c1cccc2ccccc12	1%	-24%	16%
32	CCOc1ccc(NC(=O)C2CCCN(S(=O)(=O)c3c(C)n[nH]c3C)C2)cc1 (stereo not given)	-1%	?	-22%
33	CCO/C=C1\SC(=S)N(c2ccc(Cl)cc2)C1=O	2%	-9%	-5%
34	CCOC(=O)N1CCC(NC(=O)CNS(=O)(=O)c2ccc(Br)s2)CC1	11%	?	?
35	Cc1cn2c(=O)c(S(=O)(=O)NCc3ccccc3Cl)c(C)nc2s1	-10%	-19%	5%
36	CSc1nnc(NC(=O)c2nc(S(=O)(=O)Cc3ccc(C)cc3)ncc2Cl)s1	-15%	4.1µM*	6.5µM*
37	CN(C)c1ncnc2c1ncn2[C@H]1CN(Cc2ccco2)C[C@@H](CO)O1	.	-2%	-5%
38	COc1ccc(OC)c(-n2c(=S)[nH]c3cc(C(=O)N4CCCCC4)ccc3c2=O)c1	-5%	-27%	-6%
39	CCC(=O)Nc1nnc(/C=C/c2ccc(OC)cc2)s1	-15%	?	-4%
40	CN(C)c1ccc(/C=c2\[nH]c(=O)/c(=C\c3ccc(N(C)C)cc3)[nH]c2=O)cc1	.	?	?

Reformatted with values under each structure: part of the list above.
Every second line gives: GCN5L2 inh, TDP1 cell noCPT, TDP1 cell CPT
33: CCO/C=C1\SC(=S)N(c2ccc(Cl)cc2)C1=O
 : 2%, -9%, -5%
34: CCOC(=O)N1CCC(NC(=O)CNS(=O)(=O)c2ccc(Br)s2)CC1
 : 11%, ?, ?
35: Cc1cn2c(=O)c(S(=O)(=O)NCc3ccccc3Cl)c(C)nc2s1
 : -10%, -19%, 5%
36: CSc1nnc(NC(=O)c2nc(S(=O)(=O)Cc3ccc(C)cc3)ncc2Cl)s1
 : -15%, 4.1µM*, 6.5µM*
37: CN(C)c1ncnc2c1ncn2[C@H]1CN(Cc2ccco2)C[C@@H](CO)O1
 : ., -2%, -5%
38: COc1ccc(OC)c(-n2c(=S)[nH]c3cc(C(=O)N4CCCCC4)ccc3c2=O)c1
 : -5%, -27%, -6%
39: CCC(=O)Nc1nnc(/C=C/c2ccc(OC)cc2)s1
 : -15%, ?, -4%

New compounds follow
item	compound	GCN5L2 inh	TDP1 cell noCPT	TDP1 cell CPT
41	COCCNC(=O)c1ccc(C(=O)C(=O)c2ccccc2)cc1	-2%	3%	-6%
42	CSc1nc2c(c(=O)[nH]c(=O)n2C)n1CCCc1ccccc1	-13%	-23%	?
43	COc1cccc(-c2cccc(NC(=O)C3CCN(Cc4ccc(C)o4)CC3)c2)c1	-25%	?	0%
44	Cn1c(CCC(=O)O)nc2cc(S(=O)(=O)N3CCCC3)ccc21	-2%	-10%	-25%
45	Cc1cc(N2C(=O)C(O)=C(C(=O)c3cc4ccccc4o3)C2c2ccc(Cl)cc2)no1 (stereo not given)	?	-8%	-11%
46	CN(C(=O)Nc1ccc(Cl)cc1Cl)[C@H]1c2cc(Br)ccc2OC[C@H]1CO	?	-18%	?
47	O=C(NCC(=O)N1CCOCC1)c1ccc(Cl)c(Cl)c1	-6%	-22%	2%
48	CC(=O)Nc1ccc(NCCc2cccs2)cc1	.	8%	-16%
49	CC1CCCC(C)N1/N=C/c1ccc(N(C)C)cc1 (stereo not given)	-9%	11%	15%
50	CCOc1ccc(NC(=O)CCS(=O)(=O)c2ccc3nc(C)sc3c2)cc1	-9%	-2%	0%
51	NS(=O)(=O)c1cccc(NC(=O)c2cccc(Oc3ccccc3)c2)c1	-24%	?	-17%
52	CCCC(=O)Nc1ccc(-c2nc3ncccc3o2)cc1C	-12%	-15%	-17%
53	Cc1ccc2c(c1)NC(=O)C(CC(=O)NCCCN1CCc3ccccc3C1)O2 (stereo not given)	-5%	-21%	-8%
54	COc1ccc(NC(=O)Cn2c(C)cc(=O)c3ccccc32)cc1	-1%	12µM*	10µM*
55	COc1ccc(-c2nc(NC(=O)c3ccc(OCC(=O)Nc4ccc(F)cc4)c(OC)c3)sc2C)cc1	-4%	18µM*	?
56	COc1ccc(-c2nnc(SCC(N)=O)n2N)cc1	-1%	-4%	-1%
57	CCOc1ccc(Nc2nc(CC(=O)OC)cc(=O)[nH]2)cc1	-4%	-19%	-4%
58	C=CCNc1nc(C(=O)OCC(=O)Nc2c(Cl)cccc2C(F)(F)F)cs1	-1%	4%	8%
59	COC(=O)C(C#N)(CCC(=O)c1ccccc1)CCC(=O)c1ccccc1	.	-15%	-2%
60	COc1ccc(S(=O)(=O)N2CCN(Cc3cc(=O)n4ccccc4n3)CC2)cc1	-5%	?	-30%
61	CC1=CC(C)(C)NC(=S)N1c1ccccc1C	-2%	26µM*	?
62	CCN(CC(=O)NCc1ccc(Cl)cc1)C(=O)CCc1ccccc1	-5%	?	?
63	COc1ccc(S(=O)(=O)N2CCN(C3Cc4ccccc4C3)CC2)cc1	3%	?	-14%
64	c1ccc(C(CN2CCCCC2)Oc2ccccn2)cc1 (stereo not given)	.	-26%	-20%
65	Cc1ccc(S(=O)(=O)c2nnn3c2nc(N2CCCC(C)C2)c2cc(Cl)ccc23)cc1C (stereo not given)	0%	-12%	-3%
66	CN(C)C(=O)/C(=C/c1ccc(-c2cccc([N+](=O)[O-])c2)o1)NC(=O)c1ccccc1	-10%	?	?
67	COc1ccc(S(=O)(=O)N2CCCN(CC(=O)Nc3ccc4c(c3)OCO4)CC2)cc1	-3%	?	-13%
68	Cc1ccc(-c2ccc(=O)n(CCC(=O)NCCN3CCCCC3C)n2)cc1 (stereo not given)	-2%	?	-3%
69	C[C@H]1CCC[C@@]2(O[C@@H](CCO)C[C@@H](O)[C@@H]2O)O1	-3%	-7%	1%
70	CC(=O)c1ccc(-c2ccc(/C=C(/Sc3n[nH]c(C)n3)C(=O)O)o2)cc1	?	-13%	-17%
71	CCN(CC)S(=O)(=O)c1ccc(O)c(C(=O)OCC(=O)N(C)Cc2ccccc2)c1	-9%	-9%	3%
72	O=C(CN1CCNCC1)Nc1ccc(Oc2ccccc2)cc1	-7%	-22%	?
73	CCC1CCCCN1C(=S)NC(=O)c1ccco1 (stereo not given)	2%	-15%	1%
74	COc1ccc(/C(O)=C2/C(=O)C(=O)N(c3ccccn3)C2c2ccc(OC)c(OC)c2)cc1 (stereo not given)	-7%	2%	1%
75	COc1cc(/C=C(\C#N)C(=O)Nc2ccccc2C(=O)O)cc(Cl)c1OC	?	?	?
76	CCC(=O)Nc1ccccc1-c1nc2ccccc2n(CC(=O)c2ccc(Br)cc2)c1=O	-2%	-10%	4%
77	O=C1CSC2(N1)C1CC3CC(C1)CC2C3 (stereo not given)	2%	-16%	-21%
78	CC(=O)N[C@@H](Cc1ccc(O)cc1)C(=O)O	-37%	-5%	-3%
79	O=C(NCCCN1CCCC1=O)c1cc(-c2ccc3c(c2)OCO3)nc2ccccc12	-18%	?	16µM*
80	O=C(Nc1ncc(Cc2ccccc2Cl)s1)C1CCCO1 (stereo not given)	3%	?	-4%
81	CC1CC(C)CN(C(=S)SCc2nc(N)nc(Nc3ccccc3)n2)C1 (stereo not given)	-10%	?	?
82	Oc1ccc2ccccc2c1/C=N/c1nccs1	-4%	-12%	-19%
83	CC(=O)Nc1ccc(S(=O)(=O)Nc2cccn(Cc3ccc(C)cc3)c2=O)cc1	-5%	?	?
84	CCN(CC(=O)NCCc1ccc(S(N)(=O)=O)cc1)Cc1ccccc1	-28%	-2%	-16%
85	CCc1ccc(N2CC(C(=O)OCC(=O)NC3CCS(=O)(=O)C3)CC2=O)cc1 (stereo not given)	-4%	-2%	-5%
86	COc1ccc(NC(=O)N2CCCC(C(=O)NCc3ccccc3F)C2)cc1 (stereo not given)	1%	-2%	-11%
87	CCOC(=O)c1cccc(NC(=O)CSc2nnc(C3CCCCC3)n2C)c1	0%	-26%	-26%
88	CN(C)c1ccc2ccc3cccc4ccc1c2c34	.	-19%	-24%
89	CC1CCCC(NC(=O)COC(=O)c2cccs2)C1C (stereo not given)	3%	3%	9%
90	Cc1ccc(NC2CCCN(C(=O)CCN3CCOCC3)C2)cc1C (stereo not given)	-2%	14%	1%

Going on with the list.
item	compound	GCN5L2 inh	TDP1 cell noCPT	TDP1 cell CPT
91	CCOC(=O)C1=C(C)NC(=O)NC1c1ccc(OC(=O)c2ccco2)cc1 (stereo not given)	-1%	-28%	-19%
92	CCNc1nc2c(c(=O)[nH]c(=O)n2C)n1Cc1ccc(F)cc1	0%	-23%	6%
93	COc1ccc(NS(=O)(=O)c2ccc(NS(=O)(=O)c3cccs3)cc2)c(OC)c1	-3%	0%	-6%
94	Fc1ccc(COc2ccc(C(=S)N3CCCC3)cc2)cc1	?	?	0%
95	COc1ccccc1NC(=O)CN(Cc1ccco1)C(=O)c1ccc(N2CCCC2=O)cc1	-12%	?	-8%
96	CCN(C[C@H]1N[C@@](C)(C(=O)OC)[C@H]2C(=O)N(Cc3ccccc3)C(=O)[C@@H]12)S(=O)(=O)c1ccc(F)cc1	1%	-11%	-15%
97	Cc1nc(NCCNC(=O)c2ccco2)c2c(C)c(C)sc2n1	-14%	21µM*	?

High-throughput results from PubChem.
